Screening results from PubChem BioAssay.
MsrA inhibitor: inhibits bovine methionine sulfoxide reductase A; purified bovine MsrA, absorbance read-out; inhibition, % at 15.5 µM; hit rate 0.75% among 360,000; AID 651718; in the data active = inhibition above about 4.5%;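 also: 0% = vehicle wells with enzyme and 100% = reference inhibitor wells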
Scp-1 inhibitor: Scp-1 (human) phosphatase inhibition | Q9GZU7 | Recombinant Scp1, phosphopeptide, malachite green phosphate absorbance | inhibition, % at 20 µM | hit rate 0.88% among 340,000;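 active = inhibition above about 50% at 20 µM, limit read from the data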;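 also: plate controls were DMSO wells with enzyme for no effect and wells lacking enzyme for full effect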
Target sequence (Q9GZU7 76-261 limits assumed): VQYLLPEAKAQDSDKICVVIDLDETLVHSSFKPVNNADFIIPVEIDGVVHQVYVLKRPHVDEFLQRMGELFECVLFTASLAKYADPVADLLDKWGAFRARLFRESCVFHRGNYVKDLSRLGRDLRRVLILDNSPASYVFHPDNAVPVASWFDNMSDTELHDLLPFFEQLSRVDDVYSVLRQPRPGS
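Test system: SCP-1 catalytic domain; Buffer or medium: Acidic Tris acetate buffer with magnesium and detergent; Also added: Phosphorylated 17-residue peptide substrate; Compound: single 20 µM dose, 1% DMSO; Schedule: enzyme reaction 45 min at room temperature, colour 5 min, stabilisation 30 min; Signal: Phosphate-binding colour reagent, absorbance read at 630 nm.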
NadD block: NadD (S. aureus) enzyme inhibition; purified NadD enzyme, colorimetric absorbance read-out; inhibition, % at 20 µM; hit rate 0.78% among 360,000; in the data active = inhibition above about 26%; also: some compounds past the cut are filed as inactive
STEP inh: blocks human striatal-enriched tyrosine phosphatase | hit rate 0.25% among 360,000 | inhibition, % at 20 µM | AID 588621 | recombinant STEP, OMFP fluorogenic substrate, fluorescence | P54829;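 active = inhibition at 20 µM, scaled per plate between control wells, above about 37%, limit read from the data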;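 also: 0% = DMSO with enzyme and substrate and 100% = substrate only without enzyme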
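material = STEP tyrosine phosphatase | reagent = fluorogenic phosphatase substrate OMFP at 25 µM final | doses = single compound dose of 20 µM, 1% DMSO final | schedule = 20 min reaction, room temperature, in the dark | measured by = fluorescence, 480/540 nm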
LMPTP block: LMPTP (human) inhibition. P24666. recombinant LMPTP-A, OMFP fluorogenic substrate, fluorescence intensity. inhibition, % at 20 µM. hit rate 0.22% among 360,000;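 active = compounds that cut the enzyme signal by at least half of the control window in the single-dose screen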;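 also: plate controls were DMSO wells with enzyme plus substrate for no effect and substrate without enzyme for full effect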
Target sequence (P24666 whole entry, looked up): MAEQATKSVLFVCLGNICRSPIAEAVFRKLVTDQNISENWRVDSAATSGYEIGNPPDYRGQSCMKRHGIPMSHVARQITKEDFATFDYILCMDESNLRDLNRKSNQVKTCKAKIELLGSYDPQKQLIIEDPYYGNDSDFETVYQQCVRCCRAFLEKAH
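Assay system: LMPTP-A phosphatase enzyme | Input: 0.625 nM enzyme | Also added: Fluorogenic phosphatase substrate OMFP at 400 µM final | Compound dosing: One test concentration per compound, 20 µM, with 3% DMSO overall | Schedule: 50 min enzyme reaction at room temperature, protected from light | Signal: Fluorescence intensity | Benchmarks: no-enzyme and uninhibited controls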
TbMetRS inhib: blocks T. brucei methionyl-tRNA synthetase activity. purified T. brucei MetRS, ATP depletion, Kinase-Glo luminescence. inhibition, % at 11.9 µM. hit rate 0.4% among 360,000;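 active = inhibition above a per-plate cutoff of the control wells' mean inhibition plus 3 SD, cut at about 5.5% in these data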;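 also: 0% = DMSO wells median and 100% = median of wells with control inhibitor compound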
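Dosing: 11.9 µM single point; system: parasite MetRS enzyme; technique: luminescence of leftover ATP; times: 15 min enzyme-compound preincubation, 2 h reaction, 10 min detection, 25 °C; replicates: each compound tested once; read-out basis: percent inhibition relative to median high and low control wells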
DNMT1 block: inhibitors of human DNMT1 | DNMT1 molecular beacon, Hinp1I cleavage, fluorescence | hit rate 0.83% among 360,000 | inhibition (reported as % activation of signal), % at 10 µM | P26358; in the data active = inhibition above about 50%
CSN inh: inhibitors of human CSN-mediated cullin deneddylation. Purified CSN, SCF-Nedd8-OG deneddylation, fluorescence polarization. inhibition, % at 12.5 µM. hit rate 0.38% among 360,000. AID 651999;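 active = pattern-corrected inhibition above about 35%, with an unprinted fluorescence ratio check between 0.5 and 1.5, limit read from the data, passing the limit was not always enough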;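 also: 0% = enzyme with substrate and 100% = substrate without enzyme; some results filed as inactive read as strong as hits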
Target sequence (Q92905 whole entry, looked up, one chain of several): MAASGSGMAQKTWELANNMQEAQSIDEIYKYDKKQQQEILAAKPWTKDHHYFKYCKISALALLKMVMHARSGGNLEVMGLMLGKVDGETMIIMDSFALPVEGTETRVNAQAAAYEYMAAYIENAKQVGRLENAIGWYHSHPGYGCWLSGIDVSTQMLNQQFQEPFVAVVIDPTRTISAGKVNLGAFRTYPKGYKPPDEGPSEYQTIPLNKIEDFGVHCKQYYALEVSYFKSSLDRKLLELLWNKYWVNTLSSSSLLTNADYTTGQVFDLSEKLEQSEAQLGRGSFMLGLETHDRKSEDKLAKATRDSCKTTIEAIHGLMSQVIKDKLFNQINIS
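Assay system: Purified human Csn5 enzyme expressed in HEK293T cells | Amount: Enzyme 0.24 nM | Measured by: Fluorescence polarization readout | Medium: Tris/NaCl/DTT buffer, pH 7.5 | Compound dosing: One concentration, 12.5 µM, 0.25% DMSO | Times: 90 min incubation of compound, enzyme and substrate at room temperature | Control set: no-enzyme wells high, enzyme-with-substrate wells low | Read-out: % inhibition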
Rpn11 inh: blocks the human proteasome subunit Rpn11; calls only at 20 µM; human 26S proteasome, Ub4-pepOG fluorescence polarization; 20S core pre-blocked with epoxomicin; AID 588493; hit rate 0.59% among 360,000;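 active = inhibition at 20 µM, scaled to each plate's controls, above about 33%, limit read from the data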
SUMO1-SIM PPI: SUMO1-SIM interaction modulation. P63165. SUMO1 binding to a labelled peptide, TR-FRET, 1 h. inhibition, % at 20 µM. hit rate 0.33% among 360,000; in the data active = inhibition above about 37%
Target sequence (P63165 whole entry, looked up): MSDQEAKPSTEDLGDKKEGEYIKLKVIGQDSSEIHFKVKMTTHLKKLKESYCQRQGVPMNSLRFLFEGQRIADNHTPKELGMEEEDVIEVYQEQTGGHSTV
Active calls of the source: *; i = inactive; x = not tested or not shown; + = active, no number.

1. CC(C)CCNC(=O)c1cc(-c2cccs2)nc2ccccc12
2. CCN1C(=O)[C@@H]2[C@@H](c3ccc(-c4ccccc4)cc3)N3CCCC[C@@]3(C(=O)OC)[C@@H]2C1=O
3. Cc1ccc(S(=O)(=O)N=C2SCCCS2)cc1
4. COc1ccc(OC)c(NC(=O)CS(=O)(=O)Cc2nc(-c3ccccc3C)oc2C)c1
5. CCOC(=O)N1CCN(C(=O)c2ccccc2NC(=O)c2ccc(C(C)(C)C)cc2)CC1
6. COc1ccc(C2C(C#N)=C(/N=C/N3CCN(C)CC3)OC3=C2C(=O)CC(C)(C)C3)cc1OC (configuration not stated)
Assay by compound,1,2,3,4,5,6
MsrA inhibitor,-0.6,1.2,0.4,-0.3,0.4,2.4
Scp-1 inhibitor,-4,-6,-6,-9,-1,0
NadD block,3,-1,-2,-4,-3,0
STEP inh,-1,-2,1,3,-2,0
LMPTP block,1.8,1.5,2.0,0.9,-0.6,-2.5
TbMetRS inhib,-0.1,-0.4,1.2,0.2,-0.6,-0.4
DNMT1 block,1,-4,5,-6,0,1
CSN inh,3,3,0,-2,-5,-2
Rpn11 inh,i,i,i,i,i,i
SUMO1-SIM PPI,-6,5,2,2,-1,-2

7. CC1CCN(C(=O)CSc2nc3c(cnn3-c3ccc(Cl)cc3)c(=O)[nH]2)CC1
8. C=CCOc1ccc(/C=N/NC(=O)C(=O)Nc2ccccn2)cc1OC
9. O=[N+]([O-])C1C(c2ccccc2)=NOC1c1ccccc1O (configuration not stated)
10. CCCc1cc(C(=O)Nc2ccc(Cl)cn2)cs1
11. CCCC(=O)Nc1nc(CC(=O)OCC)cs1
12. Cc1ccc(-c2c(C)n([O-])c3c([n+]2=O)CCCCC3)cc1
Assay by compound,7,8,9,10,11,12
MsrA inhibitor,0.2,2.9,1.9,0.4,-0.6,0.1
Scp-1 inhibitor,16,3,-5,-2,-3,-10
NadD block,19,-1,-10,2,-7,1
STEP inh,-1,0,-3,0,-4,-5
LMPTP block,-0.4,-2.9,0.8,1.7,-0.5,-1.4
TbMetRS inhib,0.0,1.3,0.3,0.3,0.0,-0.5
DNMT1 block,-1,17,0,1,2,1
CSN inh,2,4,0,-1,0,-14
Rpn11 inh,i,i,i,i,i,i
SUMO1-SIM PPI,13,-7,-2,5,-2,-3

13. S=c1[nH]ncn1/N=C/c1ccc(N2CCOCC2)cc1
14. Cc1cc2nc3c(nc2cc1C)CCCC3
15. Cc1ccc(OC(C)C(=O)Nc2ccc(F)cc2)c([N+](=O)[O-])n1 (configuration not stated)
16. CCc1cc(=O)oc2cc(C)cc(OCC(=O)NCC(O)c3ccccc3)c12 (configuration not stated)
17. COc1ccc(CCNC(=O)Cn2nc(C)n3nc(-c4ccccc4)cc3c2=O)cc1OC
18. COc1ccc(N2CCc3c(C)nc4c(OC)cccc4c32)cc1
Assay by compound,13,14,15,16,17,18
MsrA inhibitor,4.3,1.1,1.1,2.0,-0.3,1.6
Scp-1 inhibitor,0,-1,-6,-6,-2,3
NadD block,5,-8,0,-1,-7,1
STEP inh,-4,1,-3,1,1,-1
LMPTP block,-0.8,-2.1,0.3,0.1,0.4,0.6
TbMetRS inhib,-0.2,-0.4,-0.3,1.5,0.5,-0.3
DNMT1 block,10,-2,0,4,-3,8
CSN inh,1,3,-1,1,-1,10
Rpn11 inh,i,i,i,i,i,+
SUMO1-SIM PPI,-6,-10,-13,3,0,-34

Compound profiles (already shown). Values in the order: MsrA inhibitor | Scp-1 inhibitor | NadD block | STEP inh | LMPTP block | TbMetRS inhib | DNMT1 block | CSN inh | Rpn11 inh | SUMO1-SIM PPI
Profile of CCc1cc(=O)oc2cc(C)cc(OCC(=O)NCC(O)c3ccccc3)c12 (configuration not stated) → 2.0 | -6 | -1 | 1 | 0.1 | 1.5 | 4 | 1 | i | 3
Profile of COc1ccc(N2CCc3c(C)nc4c(OC)cccc4c32)cc1 → 1.6 | 3 | 1 | -1 | 0.6 | -0.3 | 8 | 10 | + | -34
Profile of Cc1cc2nc3c(nc2cc1C)CCCC3 → 1.1 | -1 | -8 | 1 | -2.1 | -0.4 | -2 | 3 | i | -10

Additional entries.
19. C/C(=N\NC(=O)CN1CCN(S(=O)(=O)c2ccc(C)cc2)CC1)c1cccnc1
20. COc1cccc(N2CC(C(=O)Nc3nnc(SCC(=O)N4CCCC4)s3)CC2=O)c1 (configuration not stated)
21. CNC(=S)N/N=C/c1ccc(N2CCOCC2)s1
22. COc1cccc(CNC(=O)CCNC(=O)C2CCN(S(=O)(=O)c3ccc(F)cc3)CC2)c1
23. COC(=O)c1nn(-c2cccc(Cl)c2)ccc1=O
24. Cc1ccc(Oc2nc(-c3ccccc3)ncc2S(=O)(=O)c2ccc(C)cc2)cc1
Assay by compound,19,20,21,22,23,24
MsrA inhibitor,0.4,-0.1,3.3,0.0,0.9,-0.7
Scp-1 inhibitor,-6,-5,7,-13,12,-7
NadD block,-5,2,11,-3,2,-3
STEP inh,-4,2,2,3,-3,-5
LMPTP block,-1.9,1.1,-0.8,-0.7,0.9,0.4
TbMetRS inhib,-0.4,-0.3,0.2,-0.1,0.2,-1.1
DNMT1 block,1,-5,-18,-1,2,9
CSN inh,-13,5,4,-5,8,-1
Rpn11 inh,i,i,i,i,i,i
SUMO1-SIM PPI,-6,12,-12,1,-4,8

25. CCC(CC)c1nc(C#N)c(NCc2ccccc2)o1
26. OCCC1CN(Cc2cccn2-c2ccccn2)CCN1C1CCCCC1 (configuration not stated)
27. O=C(Cc1ccccc1)Nc1ccccc1C(=O)N1CCCCCC1
28. Cc1nnc(SCC(=O)c2ccccc2)n1Cc1ccccc1
29. CC1CCCC(NC(=O)c2ccc3c(c2)N(Cc2ccccc2)C(=O)CS3=O)C1C (configuration not stated)
30. CC(=O)Nc1ccc(-c2nnc(SCc3ccccc3C#N)n2C)cc1
Assay by compound,25,26,27,28,29,30
MsrA inhibitor,-0.2,0.6,-0.5,-1.4,0.1,-1.1
Scp-1 inhibitor,-7,1,-2,-5,-12,-6
NadD block,4,0,2,-4,5,-6
STEP inh,2,0,0,-5,1,31
LMPTP block,0.6,-0.2,0.0,0.2,-0.3,-1.3
TbMetRS inhib,-0.3,2.0,3.0,-0.6,0.1,0.7
DNMT1 block,0,0,2,12,-2,2
CSN inh,-8,2,-1,-2,5,-4
Rpn11 inh,i,i,i,i,i,i
SUMO1-SIM PPI,-6,-2,-2,0,9,0

31. CC1=C(C(=O)N2CCCCCC2)CC(CC(=O)NCC2CCCCC2)C(=O)N1CCCN1CCCC1=O (configuration not stated)
32. CCOC(=O)N/N=C\c1ccc(OC(=O)c2ccco2)cc1
33. CCN(Cc1cnn(C)c1)Cc1nc(C(c2ccccc2)c2ccccc2)no1
34. COc1ccc(/C=N/NC(=O)COc2cccc3ccccc23)c(C(=O)O)c1OC
35. CCOC(=O)NC(=O)c1cn(-c2ccc(OC)cc2)c(=O)[nH]c1=O
36. Cn1c(=O)c2c(ncn2Cc2cccc(Cl)c2)n(C)c1=O
Assay by compound,31,32,33,34,35,36
MsrA inhibitor,-0.5,0.7,1.1,-0.6,0.5,0.2
Scp-1 inhibitor,x,-10,-5,-7,-1,-1
NadD block,0,-1,-3,4,-33,3
STEP inh,x,-3,-2,-1,-2,-4
LMPTP block,-0.6,-1.0,-1.0,-0.3,-1.6,-0.9
TbMetRS inhib,-0.3,0.0,-0.7,0.4,-1.6,-0.4
DNMT1 block,x,-1,-1,-6,4,-2
CSN inh,1,-1,-2,-3,-1,2
Rpn11 inh,x,i,i,i,i,i
SUMO1-SIM PPI,4,-7,3,3,3,1

37. OCCC1CN(Cc2cccc3nccnc23)CCN1Cc1ccc(F)c(F)c1 (configuration not stated)
38. Cc1cc(C)nc(SCC(=O)N/N=C/c2cccn2-c2ccc(O)cc2)n1
39. c1ccc(NN=C2c3ccccc3-c3ccccc32)cc1
40. O=C1CNC(=S)N1C(CO)c1ccccc1 (configuration not stated)
41. CCC(=O)NC(c1ccc(C)cc1)c1cc(Cl)c2cccnc2c1O (configuration not stated)
42. CC(=O)Nc1ccc(S(=O)(=O)NC2(C(F)(F)F)NC(=O)N(Cc3ccccc3)C2=O)cc1 (configuration not stated)
Assay by compound,37,38,39,40,41,42
MsrA inhibitor,0.2,2.0,0.0,-0.1,x,-0.9
Scp-1 inhibitor,-5,-15,-15,-6,-9,-7
NadD block,1,0,6,-7,8,-6
STEP inh,-4,-5,2,0,1,0
LMPTP block,-1.1,-1.1,4.6,-1.0,-1.8,0.4
TbMetRS inhib,-0.8,-1.1,-0.2,-0.6,-0.2,0.0
DNMT1 block,2,-9,-10,1,13,2
CSN inh,-1,1,-1,2,-3,-2
Rpn11 inh,i,i,i,i,i,i
SUMO1-SIM PPI,-4,-10,-9,-4,0,2

43. COc1ccc(C(=O)c2coc3ccc(O)c(CN4CCCCC4)c23)cc1
44. O=[N+]([O-])c1ccc2c(c1)nc1n2CCSC1
45. N#Cc1cc2c(nc1SCc1ccccc1)CCCC2
46. COc1cccc(-c2nnc(SCC3CNC(=O)O3)n2-c2ccc(Cl)cc2)c1 (configuration not stated)
47. C=CCn1c(CCNC(=O)c2cccs2)n[nH]c1=S
48. COc1ccccc1CCC(=O)Nc1ccc2c(c1)CN(Cc1ccc(C)o1)CC2
Assay by compound,43,44,45,46,47,48
MsrA inhibitor,0.3,2.8,-0.8,1.1,-0.6,1.4
Scp-1 inhibitor,-2,-5,-3,-3,-11,-6
NadD block,6,0,5,-2,-4,13
STEP inh,-2,1,1,0,-3,-1
LMPTP block,1.0,-1.9,2.7,-1.3,-2.7,2.9
TbMetRS inhib,-0.6,1.3,-1.0,-0.3,0.2,0.5
DNMT1 block,2,0,4,1,2,-18
CSN inh,0,4,-8,-6,2,2
Rpn11 inh,i,i,i,i,i,i
SUMO1-SIM PPI,7,-27,-4,-1,3,1
